BCLXL inh = inhibitors of human Bcl-xL, primary screen, biochemical, fluorescence polarization, HTS; hit rate 0.7% among 320,000; GST-Bcl-xL / FITC-Bim BH3 peptide fluorescence polarization; inhibition, % at 10.9 µM;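 active = inhibition above the mean of all tested compounds plus 3 SD, cutoff set per campaign, cut at about 30% in these data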;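 also: 0% = DMSO wells and 100% = unlabeled Bim-BH3 peptide competitor; inhibitors lower millipolarization by displacing the labeled peptide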
Target sequence (Q07817 whole entry, looked up): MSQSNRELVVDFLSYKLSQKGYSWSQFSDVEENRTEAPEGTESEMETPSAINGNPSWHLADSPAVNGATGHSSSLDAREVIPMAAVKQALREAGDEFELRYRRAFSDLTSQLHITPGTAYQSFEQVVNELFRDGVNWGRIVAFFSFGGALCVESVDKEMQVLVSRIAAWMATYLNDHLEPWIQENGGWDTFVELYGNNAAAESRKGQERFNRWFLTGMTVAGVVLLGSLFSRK
PAD4 inh = human PAD4 inhibitors, primary screen, biochemical, fluorescence polarization, 1536-well format; Protein-arginine deiminase type-4 (Homo sapiens), Q9UM07; recombinant PAD4, RCA probe fluorescence polarization; inhibition, % at 6.36 µM; hit rate 0.41% among 330,000; AID 485272, 2010;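 active = percent inhibition above a cutoff equal to the mean of all tested compounds plus 3 SD, cut at about 15% in these data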;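 also: 0% = PAD4 with RCA probe and DMSO and 100% = probe without PAD4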
TPT1 inh = Candida albicans TPT1 enzyme inhibitors, primary screen, biochemical, fluorescence polarization; tRNA 2'-phosphotransferase TPT1 (Candida albicans SC5314); recombinant caTPT1, FP RNA substrate dephosphorylation; inhibition, % at 5 µM; hit rate 0.81% among 300,000;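 active = inhibition above the mean of all tested compounds plus 3 SD, set per screening campaign, cut at about 24% in these data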;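 also: plate controls were DMSO alone for no effect and ferristatin control at 100 nM for full effect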
MCL1-BIM inh = inhibitors of MCL1 binding to BIM-BH3, primary screen, biochemical, fluorescence polarization. Induced myeloid leukemia cell differentiation protein Mcl-1 (Homo sapiens), Q07820. GST-MCL1 / FITC-Bim-BH3 fluorescence polarization. inhibition, % at 10.9 µM. hit rate 0.68% among 320,000;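 active = inhibition above the mean inhibition of all tested compounds plus 3 SD, set per campaign, cut at about 40% in these data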;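 also: 0% = DMSO wells and 100% = unlabeled Bim-BH3 peptide control; higher means more loss of mP so more displacement of Bim peptide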
Target sequence (Q07820 whole entry, looked up): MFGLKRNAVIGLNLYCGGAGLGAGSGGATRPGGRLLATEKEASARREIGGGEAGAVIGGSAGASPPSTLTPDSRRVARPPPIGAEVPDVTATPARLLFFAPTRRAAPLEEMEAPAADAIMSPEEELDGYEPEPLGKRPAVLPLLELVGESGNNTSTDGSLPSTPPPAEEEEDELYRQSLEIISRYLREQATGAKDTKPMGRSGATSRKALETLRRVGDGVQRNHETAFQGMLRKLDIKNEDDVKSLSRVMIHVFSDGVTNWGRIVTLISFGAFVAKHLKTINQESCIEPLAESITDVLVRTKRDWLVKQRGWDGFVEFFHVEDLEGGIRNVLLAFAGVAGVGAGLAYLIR
MEX-5 binding = MEX-5 zinc finger RNA-binding disruptors – biochemical, C. elegans, fluorescence polarization, MLPCN library, primary screen; Zinc finger protein mex-5 (Caenorhabditis elegans), Q9XUB2; hit rate 0.38% among 300,000; activity score (negative = inhibition of binding), % at 10 µM; AID 1832, 2009; MEX-5/FITC-TCR2 RNA binding; active compounds read low;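 active = inhibition past about -25% in most replicates, and total fluorescence under double the plate's negative control median, limit read from the data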;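 also: 0% = DMSO and -100% = 5 µM competing unlabeled TCR2 RNA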
GLD-1 TGE inh = GLD-1/TGE RNA complex disruptors, primary screen, biochemical, fluorescence polarization. purified GLD-1 + fluorescein TGE RNA. inhibition, % at 5.96 µM. hit rate 0.44% among 320,000. Female germline-specific tumor suppressor gld-1 (Caenorhabditis elegans), Q17339;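 active = percent inhibition above a per-plate cutoff, the plate mean of test compounds plus 3 SD, cut at about 30% in these data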;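 also: 0% = DMSO wells with GLD-1 and probe and 100% = wells lacking GLD-1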
Fam108B counter = mouse Fam108B serine hydrolase inhibitors, primary screen, counter-screen for RBBP9 inhibitor project, biochemical, fluorescence polarization. inhibition, % at 9.51 µM. recombinant Fam108B, FP-Rh probe fluorescence polarization. hit rate 0.33% among 300,000;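 active = inhibition above the screen mean inhibition plus 3 SD, computed separately per campaign, cut at about 18% in these data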;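 also: inhibitors lower polarization as less probe binds the enzyme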
GSTO1 inh = inhibitors of recombinant GSTO1, primary screen, counter-screen for RBBP9 inhibitor project, biochemical, fluorescence polarization; Glutathione S-transferase omega-1 (Homo sapiens), P78417; activity-based probe fluorescence polarization; inhibition, % at 5.96 µM; hit rate 1.1% among 300,000; AID 1974, 2009;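 active = inhibition above the campaign mean inhibition plus 3 SD, cut at about 35% in these data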;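 also: 0% = GSTO1-1 with DMSO and 100% = wells lacking GSTO1-1 enzyme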
PME-1 inh = PME-1 inhibitors via competitive probe labeling, primary screen, biochemical, fluorescence polarization, FP-Rh probe, HTS; Protein phosphatase methylesterase 1 (Homo sapiens), Q9Y570; recombinant PME-1; inhibition, % at 5.9 µM; hit rate 0.53% among 320,000;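 active = inhibition above the campaign mean of all compounds plus 3 SD, cut at about 26% in these data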;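 also: competitive labeling of PME-1 active site by serine hydrolase directed probe; 0% = PME-1 with DMSO and 100% = wells lacking PME-1 enzyme; inhibitors block probe labeling so polarization falls and inhibition rises; many of its hits are not listed in these tables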
Target sequence (Q9Y570 whole entry, looked up): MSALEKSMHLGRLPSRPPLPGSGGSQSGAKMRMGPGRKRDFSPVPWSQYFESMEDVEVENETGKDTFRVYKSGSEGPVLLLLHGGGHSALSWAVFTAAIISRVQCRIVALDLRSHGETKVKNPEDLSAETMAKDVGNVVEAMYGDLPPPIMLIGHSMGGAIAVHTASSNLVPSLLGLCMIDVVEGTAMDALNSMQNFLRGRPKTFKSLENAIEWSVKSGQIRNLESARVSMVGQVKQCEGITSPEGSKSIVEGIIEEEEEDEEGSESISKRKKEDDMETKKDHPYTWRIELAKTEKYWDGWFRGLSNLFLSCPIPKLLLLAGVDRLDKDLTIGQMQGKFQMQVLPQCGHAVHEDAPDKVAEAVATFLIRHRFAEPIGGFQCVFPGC
Starred values were filed as active, the others as inactive; . = not tested or not shown; & = joins results of further samples. The list is partial; rates above refer to the full screens.

canonical_smiles	PME-1 inh	GLD-1 TGE inh	Fam108B counter	BCLXL inh	TPT1 inh	MCL1-BIM inh	GSTO1 inh	MEX-5 binding	PAD4 inh
COc1ccccc1/C=N/NC(=O)c1cccc(NC(=O)c2ccccc2Cl)c1	-6.0	-4.0	-10.6	5.2	4.7	4.3	-0.2	-2.0	-0.2
Cc1ccc(Cn2c(C(C)Nc3nc(-c4ccc(Cl)cc4)cs3)nc3cc(C(=O)NCCCO)ccc32)cc1 (configuration not stated)	-5.5	-5.0	-0.2	11.0	4.8	2.2	5.3	-3.0	0.3
Cc1ccc(S(=O)(=O)N2CCN(C(=O)COC(=O)COc3cccc4c3OC(C)(C)C4)CC2)cc1	-2.7	-13.7	-1.5	-4.1	0.1	-26.0	0.0	3.8	-0.5
CC1(c2cccc(Br)c2)NC(=O)N(CC(=O)Nc2ccc(F)cc2)C1=O (configuration not stated)	3.9	-3.5	-5.5	6.5	-2.0	5.4	-0.7	-0.5	-5.1
O=C(CC1C(=O)NCCN1C(=S)Nc1ccccc1)Nc1ccc(F)cc1 (configuration not stated)	2.3	5.7	-0.2	-5.0	-0.4	4.2	1.6	1.2	0.0
COc1ccc(Br)cc1CN1CCN(C(=O)c2cccc(F)c2)CC1	11.2	-0.8	-1.6	9.7	-1.6	-3.7	7.1	0.4	0.6
CCCn1c(SCC(=O)N2CCCC2)nc2c1c(=O)n(C)c(=O)n2C	-0.2	1.3	0.3	2.0	-1.4	7.7	3.0	1.5	-0.9
CCc1cc(=O)oc2c(C)c(OC(C)C(=O)NC3CC(C)(C)NC(C)(C)C3)ccc12 (configuration not stated)	0.2	-7.6	-1.3	-3.9	1.6	2.2	-0.5	2.0	-0.7
Cc1csc(NC(=O)C(F)(F)F)n1	-2.5	-5.7	-1.4	4.5	-0.2	-1.3	4.0	1.2	-0.5
CS(=O)(=O)N(CC(=O)N1CCCC1)c1cc(Cl)c(Cl)cc1Cl	-4.5	2.1	2.4	1.1	1.7	-6.0	5.8	-2.2	1.0
Cc1ccc(C(=O)Nc2nnc(C3=COCCO3)o2)cc1C	5.6	-1.2	-2.6	1.7	-3.1	0.2	4.3	1.6	1.7
COc1cc(C)nc(N2CCCC(C(=O)NC3CCC(C)CC3)C2)n1 (configuration not stated)	-1.1	3.2	1.9	3.1	-2.4	0.8	-1.2	1.7	3.5
COc1ccc(/C=N/NC(=O)CCCOc2ccc(Cl)cc2Cl)cc1	1.7	0.9	-4.2	1.1	5.7	6.8	1.2	0.1	-0.2
CC(=O)Nc1ccc(OC(=O)N2CCCC2)cc1	2.8	5.8	-1.2	6.2	-1.8	9.0	2.3	3.5	0.5
CCOc1ccccc1C1C(C#N)=C(N)N(N(C)C)C2=C1C(=O)CCC2 (configuration not stated)	7.1	-9.6	3.2	2.5	0.2	3.5	3.0	-0.3	7.4

(more compounds)
canonical_smiles	PME-1 inh	GLD-1 TGE inh	Fam108B counter	BCLXL inh	TPT1 inh	MCL1-BIM inh	GSTO1 inh	MEX-5 binding	PAD4 inh
Cc1ccc(C)c(N2C(=O)CS/C2=N\NC(=O)c2ccccc2Cl)c1	2.1	-5.7	-7.1	-4.4	2.2	-1.9	3.4	0.7	-0.6
Cc1ccccc1NC(=O)COC(=O)/C=C/c1cccc(C(F)(F)F)c1	-7.9	5.2	3.6	-1.7	0.2	-13.3	7.9	-0.2	0.6
O=C(NC1CCCC1)C(c1ccc(F)cc1)N(Cc1ccccc1Cl)C(=O)CCl (configuration not stated)	2.2	7.2	-1.3	8.7	0.0	3.0	72.1*	-1.6	-0.6
CCc1ccc(-c2nc(CN3CCC(C(=O)N4CCN(c5ccccc5)CC4)CC3)c(C)o2)cc1	6.3	-0.1	8.4	0.9	-0.6	-0.7	0.0	0.8	2.3
Nc1ccc(S(=O)(=O)Nc2nc3ccccc3o2)cc1	-1.6	3.3	9.2	15.8	1.2	45.3*	23.2	-3.3	-1.5
Cn1c(CSCc2ccccc2)n[nH]c1=S	1.1	-9.9	-1.9	-3.3	0.3	-14.7	-0.8	-0.9	1.8
CN(C)CCCC(C)(O)C(Cc1ccccc1)c1ccccc1 (configuration not stated)	-0.2	4.4	-0.7	-1.7	2.1	-0.6	5.8	6.9	-3.9
CS(=O)CCC(NS(=O)(=O)c1ccccc1)C(=O)O (configuration not stated)	6.2	-3.9	2.6	3.4	1.5	1.9	-7.0	2.3	-7.5
O=C(NCc1ccc2c(c1)OCO2)C(=O)NCC1OCCCN1S(=O)(=O)c1cc(F)ccc1F (configuration not stated)	-5.1	-0.1	-0.2	-5.5	2.6	-6.3	-1.4	0.6	-0.7
Cc1ccc(CN2CCSc3ccc(C(=O)NCC4CCCO4)cc32)cc1 (configuration not stated)	7.1	-3.8	0.8	2.0	-2.9	6.7	-2.4	1.7	-2.1
COc1ccccc1N(CC(=O)NCC1CCCO1)C(=O)CNS(=O)(=O)c1ccccc1 (configuration not stated)	-1.0	0.8	4.6	4.2	-3.8	5.2	1.2	3.1	3.9
O=C(Nc1ccccc1)c1ccc(Br)o1	3.0	5.6	4.4	1.4	1.6	7.5	5.9	1.6	-4.6
N#CC1=C(C2CC2)CC(c2ccccc2)C(C#N)=C1N (configuration not stated)	-0.3	9.7	5.5	7.3	-2.3	5.4	6.5	0.0	-0.2
COc1ccc(CNc2nc3nc(C)cc(C)n3n2)cc1	-5.0	4.7	3.9	-2.5	-1.8	3.5	4.4	-3.0	1.2
Cc1ccc(/C=C/C(=O)c2c(C)cc(C)[nH]c2=O)cc1	5.1	3.3	0.6	0.5	0.0	2.6	2.3	1.7	-2.1

Following part
canonical_smiles	PME-1 inh	GLD-1 TGE inh	Fam108B counter	BCLXL inh	TPT1 inh	MCL1-BIM inh	GSTO1 inh	MEX-5 binding	PAD4 inh
Cc1ccc(S(=O)(=O)NCc2c(-c3ccccc3)c3cc(Cl)ccc3[nH]c2=O)cc1	-10.5	0.9	-6.3	1.4	-1.8	-0.9	11.0	0.2	4.1
CC(C)CCN(C(=O)Nc1ccc(Cl)cc1)C1CCN(C(C)C)CC1	0.4	-1.4	0.7	5.1	0.7	5.8	4.2	-2.4	1.3
COc1ccc(O)c(CN2CCC(n3nccc3NC(=O)C3CCCC3)CC2)c1	3.0	-1.8	2.0	9.3	0.2	9.6	2.6	0.4	-1.3
CCCCC12CN3CC(C)(CN(C1)C3c1ccc([N+](=O)[O-])o1)C2=O (configuration not stated)	0.5	-3.3	-0.3	-2.3	0.8	3.2	-2.4	2.3	-5.1
CCCCCN(C(=O)CCC(=O)OCCOc1ccccc1Cl)c1c(N)n(CCCC)c(=O)[nH]c1=O	5.5	6.8	-1.6	-10.6	0.1	-3.8	2.0	1.1	-2.9
CCCCCNC(=O)c1ccc2c(c1)ncn2-c1ccc(OC)cc1	-1.0	3.3	-1.1	2.0	-1.7	-2.1	-4.1	1.0	0.7
Cc1ccnc2nc(C(=O)OCC(=O)NC3CCC(C)CC3)nn12 (configuration not stated)	2.0	-9.0	.	-2.0	.	-6.3	.	.	-2.2
O=S(=O)(Nc1nc2ccccc2nc1-[n+]1cccc(N=C([O-])c2ccccc2Cl)c1)c1ccccc1	0.6	12.7	-2.8	71.2*	-16.7	84.1*	2.5	-9.2	-1.0
COc1ccc(-c2csc(Nc3cccc(C)n3)n2)cc1	15.0	-3.4	5.6	2.4	-2.6	2.6	4.1	-1.4	-0.5
CCc1nonc1NC(=O)COc1cc(C)c(Cl)c(C)c1	2.4	-3.6	-1.4	9.2	-5.6	2.5	-3.2	-2.3	7.4
COc1cccc(C2=NOC(C(=O)N3CCN(Cc4ccccc4)CC3)C2)c1OC (configuration not stated)	-3.6	7.0	-2.4	-0.1	0.7	4.8	-3.9	-0.1	0.7
CCCCN(C(=O)CSCC(=O)Nc1ccc(C)cc1)c1c(N)n(Cc2ccccc2)c(=O)[nH]c1=O	-3.0	-0.8	0.6	-2.2	2.0	-1.5	-9.9	0.0	0.5
CCCOCCOC(=O)c1[nH]c2c(c1C)C(=O)CC(c1cc(OC)ccc1OC)C2 (configuration not stated)	-1.2	4.9	-2.0	-2.9	0.4	-6.8	-5.0	-0.5	-2.7
Cc1ccc(S(=O)(=O)N2CCN(C(C)C(=O)N3CCCc4ccccc43)CC2)cc1 (configuration not stated)	-3.5	1.8	-2.2	2.8	0.0	-5.9	6.8	2.4	-0.4
COc1ccccc1CNC(=O)COn1nnc2ccc(S(=O)(=O)N3CCOCC3)cc21	-1.1	5.8	-4.3	-1.2	1.2	-12.2	-2.2	0.6	0.1

Next section:
canonical_smiles	PME-1 inh	GLD-1 TGE inh	Fam108B counter	BCLXL inh	TPT1 inh	MCL1-BIM inh	GSTO1 inh	MEX-5 binding	PAD4 inh
CCCc1cc(=O)n2nc(N3CCC(C(=O)N4CCN(c5ccc(OC)cc5)CC4)CC3)sc2n1	-8.2	4.7	1.1	1.0	-2.4	8.8	1.2	0.9	-1.0
COc1ccc(C(=O)N/N=C(\C)c2ccc(NC(=O)Cc3ccccc3)cc2)c(OC)c1	4.8	4.7	-1.3	3.0	0.4	5.3	5.0	2.6	3.4
Cn1c(-c2ccc(F)cc2)cnc1NCc1cccc(F)c1	-2.1	-0.4	2.8	2.0	-2.6	4.8	2.1	3.5	3.5
O=C(Nc1ccc2c(c1)OCO2)N1CCN(C(=O)C2CCCO2)CC1 (configuration not stated)	1.4	3.8	1.7	10.8	0.1	7.4	3.5	-1.0	-2.0
Cc1cccc(N2CCN(C(=O)Cc3cn(C)c4ccccc34)CC2)c1C	6.7	17.9	-3.8	47.7*	-4.8	44.4*	-2.3	0.0	-4.1
O=[N+]([O-])c1ccc(N2CCN(c3ccc(O)cc3)CC2)c(Cl)c1	5.8	-0.3	2.7	15.2	1.5	23.7	8.4	-3.7	-0.4
O=C(OCc1nc2ccsc2c(=O)[nH]1)c1ccc(Cl)s1	-0.7	3.0	1.2	4.1	3.8	3.9	14.6	-3.0	0.6
COc1cc(C(=O)N2CCC(O)(c3ccccc3)CC2)cc(OC)c1OC	0.4	0.1	-1.1	8.4	-2.2	3.7	-3.9	2.4	-0.7
O=C(c1ccco1)N1CCN(c2ccc(F)cc2)CC1	5.6	-2.8	4.7	-1.5	0.5	7.4	0.5	-1.0	0.5
CN1CC(=O)N=C1N	-0.6&-1.9	6.8&3.5	-1.2&8.1	9.7&6.4	-4.3&-0.1	0.3&13.3	6.6&5.4	-1.6&0.8	-1.9&-2.4
COc1ccccc1-c1nnc2sc(-c3cnccn3)nn12	3.8	0.2	3.9	19.3	-0.5	25.3	6.4	-6.5	-6.3

Assay outcomes deposited in PubChem BioAssay by several laboratories.
